High-throughput results: PubChem, National Center for Advancing Translational Sciences (NCATS)
GCN5L2 inh: GCN5L2 (KAT2A) acetyltransferase inhibition; 390,000 compounds, 0.21% hits; GCN5L2 HAT assay, ThioGlo1 CoA-SH fluorescence; Potency, µM (doses to about 58.9 µM), inactives show at the highest dose activity change, negative = inhibition, actives largely listed as inhibitors
Target sequence (Q92830 whole entry, looked up): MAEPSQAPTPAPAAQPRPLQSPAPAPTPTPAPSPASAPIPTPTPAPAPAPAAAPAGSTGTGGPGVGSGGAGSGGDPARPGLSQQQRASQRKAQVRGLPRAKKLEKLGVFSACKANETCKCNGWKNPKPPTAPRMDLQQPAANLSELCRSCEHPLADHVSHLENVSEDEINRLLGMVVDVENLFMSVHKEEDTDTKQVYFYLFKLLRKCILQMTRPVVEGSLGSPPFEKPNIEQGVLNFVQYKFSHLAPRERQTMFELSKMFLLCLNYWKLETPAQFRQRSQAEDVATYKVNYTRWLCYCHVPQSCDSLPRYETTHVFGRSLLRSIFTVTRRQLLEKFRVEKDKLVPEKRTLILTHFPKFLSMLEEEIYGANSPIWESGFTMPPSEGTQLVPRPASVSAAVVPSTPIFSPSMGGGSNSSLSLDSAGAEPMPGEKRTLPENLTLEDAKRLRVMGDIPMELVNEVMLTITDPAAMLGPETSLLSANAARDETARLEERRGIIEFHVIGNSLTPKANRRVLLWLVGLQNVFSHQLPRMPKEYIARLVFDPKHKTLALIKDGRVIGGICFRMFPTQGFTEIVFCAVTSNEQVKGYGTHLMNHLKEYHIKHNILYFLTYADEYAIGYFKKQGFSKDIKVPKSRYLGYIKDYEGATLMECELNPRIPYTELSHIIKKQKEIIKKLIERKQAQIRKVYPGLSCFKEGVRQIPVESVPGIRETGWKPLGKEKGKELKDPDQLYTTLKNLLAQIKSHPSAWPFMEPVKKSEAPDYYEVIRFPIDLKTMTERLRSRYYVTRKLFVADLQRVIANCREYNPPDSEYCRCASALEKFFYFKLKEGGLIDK
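Compounds, pin-transferred from DMSO stocks, meet 20nM GCN5L2 for 15 min before the reaction begins with H3(1-25) peptide (75uM) and acetyl-CoA (70uM). Thiol-reactive ThioGlo1 reports CoA release over 20 min at room temperature.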
DT40 TDP1 CPT: growth inhibition of DT40 Tdp1-/-;hTDP1 cells with camptothecin (screen for TDP1 inhibitors) | chicken DT40 Tdp1-/-;hTDP1 cells + 20 nM CPT, ATP luminescence, 48 h | Potency, µM (doses to about 46.2 µM), for inactives: at the top dose activity change, negative = growth inhibition, usual class: inhibitors | 420,000 compounds, 12% hits; note: nearly all actives have a fitted effect of over 55% in size
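Chicken DT40 Tdp1-/- cells complemented with human TDP1, 400 cells/well, exposed to compounds plus 20 nM camptothecin for at least 48 h at 37 C; viability read as ATP content by CellTiter-Glo luminescence.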
FEN1 inhibitor: inhibitors of human flap endonuclease 1. P39748. Recombinant FEN1 flap cleavage, fluorescence, 15 min. Potency, µM (titrated, usually from 114 µM), without a hit: top-dose activity change, negative = inhibition, actives largely listed as inhibitors. 390,000 compounds, 0.35% hits; note: nearly all actives have a fitted effect of over 65% in size
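Recombinant FEN1 (10 nM) was preincubated with pin-transferred compounds for 15 min at room temperature, then flap DNA substrate (50 nM final) was added. Plates were read at 0 and 15 min, and normalized concentration–response data were fitted to a four-parameter Hill equation.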
* marks the source's active call; other numbers are inactive results; ? = inconclusive; . = not tested or not shown; [ ] = another dose, or the depositor's remark. Calls come from the whole dose curve; as a rule, active = well fitted curve in the direction sought with a large enough effect; inconclusive = small, poorly fitted or top-dose-only effect, or another doubt; inactive = no such curve, though single readings can be large; an effect the other way counts as inactive or inconclusive. % is set by controls: 0 for no effect and ±100 for the full control effect; potency is the fitted concentration of half-maximal effect. Only part of the results is shown; rates above refer to the full screens.

molecule	GCN5L2 inh	DT40 TDP1 CPT	FEN1 inhibitor
Cc1cc(NCCCN(C)C)n2c(nc3ccccc32)c1C#N	9%	-22%	?
COc1ccccc1N1CCN(C(=O)CSc2ncnc3c2cnn3-c2ccc(C)c(C)c2)CC1	-6%	?	3%
O=c1cc(CSc2nnc(COc3cccc4ccccc34)o2)c2ccccc2[nH]1	-7%	?	-6%
COc1cc(C(=O)N/C(=C\c2cn(C)c3ccccc23)C(=O)NCCCN2CCOCC2)cc(OC)c1OC	-12%	?	10%
COc1ccccc1C(=O)NCCC(=O)NCc1ccncc1	0%	-24%	6%
CC1=C(c2ccc(C)cc2)S(=O)(=O)N(Cc2ccc(C(=O)Nc3ccc(F)cc3C)cc2)C1=O	-9%	5.8µM*	7%
CC(C)N1CCN(Cc2ccc(C#CCCO)cc2)CC1CCO (configuration not stated)	4%	1%	1%
COc1cc(-c2noc(-c3ccc(N(C)C)c([N+](=O)[O-])c3)n2)cc(OC)c1OC	-16%	21µM*	-16%
CN(Cc1cnc2nc(N)nc(N)c2n1)c1ccc(C(=O)NC(CCC(=O)O)C(=O)O)cc1C(F)(F)F (configuration not stated)	.	0.029µM*	2%
COc1ccc(CN(C(=O)CN2C(=O)C(C)Oc3ccccc32)C2CCCC2)c(OC)c1 (configuration not stated)	-5%	?	-13%

The list goes on:
molecule	GCN5L2 inh	DT40 TDP1 CPT	FEN1 inhibitor
Cc1ccc(Cl)cc1NC(=O)CON=C(N)c1ccccc1	-7%	-19%	1%
CCOC(=O)c1ccc(S(=O)(=O)NCCN(CC)CC)cc1	-2%	?	11%
C=CCOC(=O)C1=C(C)OC(N)=C(C#N)C1c1ccccc1F (configuration not stated)	-5%[0.501 µM]	?	-14%
Cc1ccc(N(CC(=O)Nc2ccc(F)c(Cl)c2)S(=O)(=O)c2c(C)noc2C)cc1	-13%	?	-21%
COCCNC(=O)CCc1c(C)nc2c(c(C)nn2-c2ccc(C)c(C)c2)c1C	1%	?	-6%
Cc1ccc(S(=O)(=O)N(C)CC(=O)Nc2cccnc2)cc1	0%	12%	-7%
C(=N\Nc1nc(N2CCOCC2)nc(N2CCOCC2)n1)/c1ccncc1	34%[activator]	0%	2%
CCn1c(=NC(=O)CSC(C)=O)sc2cc(F)ccc21	.	?	-1%
Cc1cccc(C)c1Nc1c(-c2ccccn2)nc2c(C)cccn12	-1%	16µM*	-5%
CC(C)CN(CCCNC(=O)c1cc(-c2ccc(Br)s2)nc2ccccc12)CC(C)C	-4%	?	15%

(next part)
molecule	GCN5L2 inh	DT40 TDP1 CPT	FEN1 inhibitor
Cc1ccc(N(CC(=O)N2CCOCC2)S(C)(=O)=O)cc1C	-1%	-1%	6%
CCOc1ccc(-c2cc(C(=O)NCc3ccc(OCC)c(OC)c3)[nH]n2)cc1	-2%	0%	-5%
CC1CCN(c2ccc(NC(=O)c3cccnc3Cl)cc2)CC1	-8%	-19%	-1%
CCOC(=O)C1(CCSC)NC(c2ccco2)C2C(=O)N(C)C(=O)C21 (configuration not stated)	2%	-7%	0%
COc1ccc(OCCn2cnc3ccccc32)cc1	-12%	-6%	-5%
C#CC1(O)CC(C)N(C)C(C)C1 (configuration not stated)	-3%	1%	-5%
C/C(=N\NC(=O)COc1ccc(C#N)cc1)c1ccc(N2CCOCC2)cc1	-6%	?	-12%
Nc1nc2sc3c(c2c(=O)s1)CCCC3	-4%	-27%	-23%
Cc1ccc(OCCC(=O)NNC(=O)c2ccccc2F)cc1	-2%	-3%	-1%
Nc1ccccc1C(=O)N1CCc2ccccc21	-18%	4%	-5%

New compounds follow
molecule	GCN5L2 inh	DT40 TDP1 CPT	FEN1 inhibitor
COc1cccc(/C=N/NC(=O)c2cnccn2)c1OC	-4%	20%	3%
O=C(Nc1ccc(-c2nnc(-c3ccccc3)o2)cc1)C1CCCO1 (configuration not stated)	.	?	-16%
O=C(O)c1cc2nc(-c3cccs3)cc(C(F)(F)F)n2n1	-8%	-24%	11%
N#Cc1cnc(NOCc2ccc(Cl)cc2)nc1	-7%	-21%	1%
O=C(NCCC(=O)N1CCC2(CC1)NCCc1[nH]cnc12)c1cccc(C(F)(F)F)c1	-8%	-2%	24%
CSc1nc2c(c(=O)n1-c1ccccc1)SCC2	0%	-17%	2%
COc1cccc(/C=C2/C(=O)NN(c3ccc(F)cc3)C2=O)c1	10%	?	-4%
Cc1ccc2[nH]c(=O)c(CC=C(Cl)Cl)c(C)c2c1	-14%	-6%	-5%
c1ccc(-c2cc(-c3ccc(N4CCOCC4)cc3)nc3ccccc23)cc1	-27%	3%	-14%
COC(=O)c1nccnc1C(=O)Nc1ccccc1N1CCOCC1	-2%	-3%	2%

(cont.)
SMILES | GCN5L2 inh | DT40 TDP1 CPT | FEN1 inhibitor
O=C(O)/C=C\C(=O)Nc1ccccc1N1CCN(c2ccccc2)CC1 | -4% | -14% | 20%
COCC(=O)Nc1ccccc1NC(C)=O | -5% | -28% | -5%
C[C@]12c3[nH]c4ccc(Cl)cc4c3CCN1C(=O)[C@@H](CC(=O)NCc1cccc(C(F)(F)F)c1)C[C@@H]2C(=O)N1CCCCC1 | -17% | ? | -6%
O=C(Nc1ccc(Cl)c(Cl)c1)Nc1ccccn1 | 1% | -25% | 19%
COc1ccccc1N(C)S(=O)(=O)c1ccc(C(=O)OCC(=O)Nc2ccc(C(N)=O)cc2)cc1 | -5% | ? | -11%
Cc1cccc(NC(=S)NNC(=O)c2ccccc2OC(F)F)c1 | -22% | 23µM* | 0%
COc1ccc(CN(C)C(=O)c2cccc(S(=O)(=O)N3CCN(c4ccccc4)CC3)c2)c(OC)c1OC | ? | 12µM* | -7%
CC1=CC(=O)C(C(C)C)=CC1=NC(=O)c1ccc(C)cc1 | 3% | 2.3µM* | 15%

Four structures from above, ordered by formula weight, low to high:
SMILES | GCN5L2 inh | DT40 TDP1 CPT | FEN1 inhibitor
O=C(Nc1ccc(Cl)c(Cl)c1)Nc1ccccn1 | 1% | -25% | 19%
Cc1cccc(NC(=S)NNC(=O)c2ccccc2OC(F)F)c1 | -22% | 23µM* | 0%
COc1ccccc1N(C)S(=O)(=O)c1ccc(C(=O)OCC(=O)Nc2ccc(C(N)=O)cc2)cc1 | -5% | ? | -11%
COc1ccc(CN(C)C(=O)c2cccc(S(=O)(=O)N3CCN(c4ccccc4)CC3)c2)c(OC)c1OC | ? | 12µM* | -7%

More compounds.
SMILES | GCN5L2 inh | DT40 TDP1 CPT | FEN1 inhibitor
COc1ccccc1-c1nc2ccccc2c(=O)n1O | -14% | 2% | 4%
CC(=O)NC(Cc1ccc(C)cc1)C(=O)NC1CCN(C(=O)NCc2ccccc2)CC1 (configuration not stated) | -3% | 2% | 6%
COc1cccc(CNC(=O)Cc2c(C)c3c(cc(C)c4c(C)c(C)oc43)oc2=O)c1 | -1% | -14% | 0%
O=C(NCCCN1CCOCC1)c1ccc(Sc2ccc(F)cc2)c([N+](=O)[O-])c1 | 1% | ? | -8%
Cc1c(C(=O)Nc2ccccc2F)sc2ncn(CC(=O)N3CCOCC3)c(=O)c12 | -1% | -3% | -10%
COc1ccc(OCc2cc(C(=O)N3CCC(c4ccccc4)CC3)no2)c(Cl)c1 | ? | -27% | -13%
O=C(Nc1ccccc1-c1ccccc1)C12CC3CC(CC(C3)C1)C2 | -5% | ? | -8%
COc1ccc(S(=O)(=O)N2CCC(C(=O)Nc3nnc(C)s3)CC2)cc1OC | 4% | -4% | 11%

Later entries:
SMILES | GCN5L2 inh | DT40 TDP1 CPT | FEN1 inhibitor
CC(C)(C)c1ccc(OCCC(=O)Nc2ccc(N3CCOCC3)cc2N2CCOCC2)cc1 | -8% | 16µM* | -6%
O=C(NCC(=O)N(c1ccc(F)cc1)C(C(=O)NC1CCCC1)c1ccncc1)c1ccco1 (configuration not stated) | 1% | 1% | 6%
CCOc1cc(N2CCOCC2)c(OCC)cc1NC(=O)C(C)C | -10% | -22% | 2%
CCOC(=O)C1=C(C)N(c2ccc(OCC)cc2)C(=O)/C1=C\c1ccco1 | -7% | ? | 5%
COC(=O)N/N=C/c1cc([N+](=O)[O-])cc(Br)c1O | -3% | -29% | 8%
CC(Sc1nnnn1-c1ccccc1)C(=O)Nc1ccccc1-c1ccccc1 (configuration not stated) | -11% | ? | -15%
C=CCc1ccc(OCCCOc2ccc(C)cc2OC)c(OC)c1 | -13% | ? | 6%
CC(C)(C)C(=O)Nc1ccc(C(=O)N/N=C/C2CC3C=CC2C3)cc1 (configuration not stated) | 1% | -7% | 16%

Going on with the list.
SMILES | GCN5L2 inh | DT40 TDP1 CPT | FEN1 inhibitor
Cn1c(N)c(C(=O)c2ccccc2)c(=O)n(C)c1=O | 3% | -1% | -3%
Cc1ccc(Cl)cc1NC(=O)CC(O)(C(F)(F)F)C(F)(F)F | 0% | 18µM* | 0%
O=C(Nc1cc(C(F)(F)F)ccc1Cl)C(Sc1nnc(-c2cccs2)o1)c1ccccc1 (configuration not stated) | -7% | -3% | 3%
C/C(=N\Nc1ccc([N+](=O)[O-])cc1[N+](=O)[O-])C(C)(C)C(C(=O)O)C(=O)O | 11% | 13% | -5%
COc1ccc(OC)c(C2CC(=O)c3c([nH]c(C(=O)OCC4CCCCC4)c3C)C2)c1 (configuration not stated) | -7% | 21µM* | -4%
Cc1ccccc1CSc1nnc(C)c(=O)[nH]1 | 2% | -23% | 5%
CCCN1C(=O)c2cc(C(=O)NC3CCCCCC3)ccc2C1O (configuration not stated) | -7% | ? | 0%
COc1cc(/C=C/C(=O)OC[C@H]2O[C@H](OC3(CO)OC(CO)C(O)C3O)[C@H](O)[C@@H](O)[C@@H]2O)ccc1O (some centres not stated) | -10% | 5% | -1%

Following part
SMILES | GCN5L2 inh | DT40 TDP1 CPT | FEN1 inhibitor
COc1ccc(C(C)C)cc1S(=O)(=O)NCCc1c(C)[nH]c2ccc(C)cc12 | -21% | ? | -2%
COc1ccc(Nc2nc(N3CCCCC3)nc(N3CCCCC3)n2)c(OC)c1 | -5% | -12% | -4%
CC(C)=C1C2CCC1C1C(=O)N(c3nc(-c4ccc(C(C)C)cc4)c(C)s3)C(=O)C21 (configuration not stated) | 1% | ? | -10%
COc1ccc2c(c1)c1c(c(=O)n(-c3ccc(OC)c(OC)c3)c(=O)n1Cc1ccc(F)cc1)n2C | -8% | -3% | 2%
O=c1cc(Cl)c2ccccc2n1-c1ccccc1 | 19% | 22% | -1%
Cc1cc(SCC(=O)NCCC2=CCCCC2)nc2ccccc12 | -7% | ? | -15%
CC(=O)N(C(C)=O)c1cccc2c(N(C(C)=O)C(C)=O)cccc12 | 0% | -13% | -3%
Cc1ccc(NC(=O)CCS(=O)(=O)c2ccc3c(c2)oc(=O)n3C)c(Br)c1 | -1% | ? | 13%

By substructure: the compounds so far with a Cl atom (11)
SMILES | GCN5L2 inh | DT40 TDP1 CPT | FEN1 inhibitor
Cc1ccc(Cl)cc1NC(=O)CON=C(N)c1ccccc1 | -7% | -19% | 1%
Cc1ccc(N(CC(=O)Nc2ccc(F)c(Cl)c2)S(=O)(=O)c2c(C)noc2C)cc1 | -13% | ? | -21%
CC1CCN(c2ccc(NC(=O)c3cccnc3Cl)cc2)CC1 | -8% | -19% | -1%
N#Cc1cnc(NOCc2ccc(Cl)cc2)nc1 | -7% | -21% | 1%
Cc1ccc2[nH]c(=O)c(CC=C(Cl)Cl)c(C)c2c1 | -14% | -6% | -5%
C[C@]12c3[nH]c4ccc(Cl)cc4c3CCN1C(=O)[C@@H](CC(=O)NCc1cccc(C(F)(F)F)c1)C[C@@H]2C(=O)N1CCCCC1 | -17% | ? | -6%
O=C(Nc1ccc(Cl)c(Cl)c1)Nc1ccccn1 | 1% | -25% | 19%
COc1ccc(OCc2cc(C(=O)N3CCC(c4ccccc4)CC3)no2)c(Cl)c1 | ? | -27% | -13%
Cc1ccc(Cl)cc1NC(=O)CC(O)(C(F)(F)F)C(F)(F)F | 0% | 18µM* | 0%
O=C(Nc1cc(C(F)(F)F)ccc1Cl)C(Sc1nnc(-c2cccs2)o1)c1ccccc1 (configuration not stated) | -7% | -3% | 3%
O=c1cc(Cl)c2ccccc2n1-c1ccccc1 | 19% | 22% | -1%
